Screening data: PubChem BioAssay, several laboratories
Salmonella PhoP GFP – inhibitors of PhoP regulon expression, primary screen, Salmonella Typhimurium, GFP reporter (AID 1863); 0.16% of 300,000 active; one-dose inhibition, % at 50 µM; IC50 in µM for titrated hits; S. Typhimurium PhoP-regulated promoter GFP reporter, 4 h; higher % means a stronger effect;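 active means inhibition over 29.93%, a cutoff 3 SD above the screen mean, later confirmed by dose response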;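 further: 0% = low Mg2+ inducing control and 100% = high Mg2+ repressing control; strong numbers were not always called active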
T cell HTS – T cell immune modulation candidate | 2C CD8+ T cell-vesicle binding, flow cytometry; hits give low values | calls only at 7 µM | 0.068% of 330,000 active;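 active means response, share of CD8 T cells binding vesicles, and their 90th percentile fluorescence all below set limits, cut at about 80% in these data, passing the limit was not always enough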
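Assay system: 2C TCR transgenic mouse naive CD8+ T cells, MACS-purified | Read-out: CD8+ gate FL2 mean fluorescence as % of same-row positive control | Signal: High-throughput flow cytometry with anti-B7-1 and anti-CD8 staining | Timing: Binding step 1.5 h, 37 °C, antibody labelling 20 min, ice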
T cell HTS vesicle-bound % – also measured in T cell HTS; calls as there; double positive events, %; measured here: CD8+ vesicle-bound cell fraction;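 binding gate set so that unloaded-vesicle control wells show 10% double positive cells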
The depositor's hits bear a star; i = inactive. Not all compounds are listed; the hit share may differ from the screen's.

SMILES	Salmonella PhoP GFP	T cell HTS	T cell HTS vesicle-bound %
COCCN(C(=O)COC(=O)CCn1c(C)csc1=O)c1c(N)n(Cc2ccccc2)c(=O)[nH]c1=O	-3%	i	17
CCN(CC(=O)Nc1ccc2c(c1)OCCO2)C(=O)CSCC(=O)Nc1ccc(C)cc1	-2%	i	20
O=C(NCc1ccccn1)C(=O)Nc1cc2c3c(c1)CC(=O)N3CCC2	6%	i	40
O=C(Nc1ccc(Cl)cc1Cl)c1ccc2c(=O)n3c(nc2c1)CCC3	2%	i	44
COc1ccccc1C1CCN(Cc2ccc3ccccc3c2)CC1	2%	i	11
COc1ccccc1N1CCN(S(=O)(=O)CCNC(=O)CCCc2ccccc2)CC1	3%	i	48
c1cc(OCCCN2CCCCC2)ccc1CN1CCCCC1	-2%	i	62
CCCN1CCC(=O)N(CCN=[N+]=[N-])CC1	1%	i	16
COc1cccc(NC(=O)CN(C)C(=O)CSc2ncnc3sc(C)c(C)c23)c1	7%	i	17
O=C(OCc1ccc([N+](=O)[O-])cc1)c1cc([N+](=O)[O-])ccc1N1CCOCC1	0%	i	40
CCN(CC)CCCn1c2c(c(SCC(=O)Nc3cc(C)on3)nc1=O)CCC2	-2%	i	25
Cc1ccn2c(=O)nc(SCC(=O)OCc3ccccc3)nc2c1	8%	i	28
CCN1CCN(c2ccc(S(=O)(=O)N3CCOCC3)cc2NC(=O)C(C)Oc2cccc(Cl)c2)CC1 (stereo not drawn)	-2%	i	44
COc1ccc(C2CC(c3cccs3)=NN2C(=O)CSc2nc(=O)n3cc(C)ccc3n2)cc1 (stereo not drawn)	1%	i	12
Cc1c(C(=O)Nc2ccc(S(=O)(=O)N(C)C3CCN(C)CC3)cc2)oc2c(Cl)cccc12	3%	i	57
Cc1cccc([C@@H]2[C@@H]3C(=O)N(Cc4ccccc4)C(=O)[C@@H]3[C@]3(C)C(=O)N(c4cccc(F)c4)C(=O)N23)c1	1%	i	37
O=C(O)COc1cccc(/C=C2/SC(=S)N(Cc3ccccc3)C2=O)c1	16%	i	52
CC1CCCN(C(=O)COC(=O)C2CCN(S(=O)(=O)c3ccc(Cl)c(C(F)(F)F)c3)CC2)C1 (stereo not drawn)	-10%	i	54
Cc1cccnc1NC(=O)c1cccc(S(=O)(=O)N2CCCC2)c1	3%	i	33
O=C(c1ccco1)N1CCN(C(=O)c2cc(Cl)nc3ccccc23)CC1	-5%	i	25
COC(=O)c1cc(NC(=O)CN2CCc3cc4c(cc3C2)OCCCO4)cc(C(=O)OC)c1	-12%	i	44
CCOc1ccccc1NC(=O)C(C)N1C(=O)c2ccccc2S1(=O)=O (stereo not drawn)	-6%	i	43
O=C(NCCc1ccccc1)C1CC1	11%	i	44
CC(C)(C)c1ccc(/C=C2\CCn3c2nc2cc(C(=O)O)ccc2c3=O)cc1	-3%	i	53
COc1ccc(C(CNC(=O)c2ccc(S(=O)(=O)Nc3ccccc3C)cc2)N2CCOCC2)cc1 (stereo not drawn)	-2%	i	15
CCN(CC(=O)Nc1c(F)cccc1F)C(=O)c1ccc(COc2ccccc2)o1	4%	i	54
COc1ccc(C23CC4CC(CC(C4)C2)C3)cc1C(=O)NCCN(C)C	-1%	i	25
O=C(CCC1CCCC1)NCCS(=O)(=O)N1CCN(c2ccccc2F)CC1	-1%	i	49
COc1ccc2oc(C(=O)OCC(=O)Nc3cc(S(=O)(=O)N4CCOCC4)ccc3OC)c(C)c2c1	-10%	i	25
COc1ccc(N2C(=O)CSC2c2ccc([N+](=O)[O-])cc2)cc1 (stereo not drawn)	3%	i	29
O=C(c1cnn(-c2ccccc2)c1)c1cc(F)ccc1O	2%	i	36
COc1ccccc1CNC(=O)COC(=O)C1CCN(S(=O)(=O)c2ccc(C)c(C)c2)CC1	0%	i	44
Cc1ccc(S(=O)(=O)CC(=O)N(CCCN2CCOCC2)c2nc3c(F)cccc3s2)cc1	-7%	i	49
COc1ccc(/C=N/NC(=O)c2ccc3c(c2)OCO3)cc1	-4%	i	19
CCCN(C(=O)CSCc1c(C)noc1C)c1c(N)n(Cc2ccccc2)c(=O)[nH]c1=O	1%	i	45
Cc1ccc(NC(=S)NCC(O)c2ccccc2)c(C)c1 (stereo not drawn)	9%	i	50
CCN(CC)S(=O)(=O)c1cc(NC(=O)C2CCN(c3ncnc4sc(C)c(C)c34)CC2)ccc1Cl	19%	i	48
CN(C(=O)c1ccc2c(c1)OCO2)C1CCS(=O)(=O)C1 (stereo not drawn)	-2%	i	49
CCN(CC)S(=O)(=O)c1ccc2c(c1)nc(SCC(=O)N(C)C1CCS(=O)(=O)C1)n2CC (stereo not drawn)	10%	i	37
CCOc1ccc(CCNC(=O)COC(=O)c2cccc(S(=O)(=O)N3CCOCC3)c2)cc1OCC	-8%	i	54
COc1ccc(C(=O)c2c3ccccc3[n+]([O-])n2CCCN)cc1	7%	i	11
Cc1ccccc1N=C1SCCN1C(=O)CN1C(=O)NC2(CCCC2)C1=O	5%	i	25
COCCN(C(=O)COC(=O)C1CCC(C(C)(C)C)CC1)c1c(N)n(Cc2ccccc2)c(=O)[nH]c1=O (stereo not drawn)	0%	i	25
CC12CCC(=O)N1C(C(=O)Nc1ccc(F)c(Cl)c1)CS2 (stereo not drawn)	1%	i	24
COc1ccccc1C(=O)NC(=O)Cn1nc(C)c([N+](=O)[O-])c1C	-8%	i	50
Cc1c(C(=O)OCC(=O)N2CCC(C)CC2)oc2ccccc12	0%	i	33
Cc1ccc(S(=O)(=O)N2CCOCC2)cc1C(=O)Nc1ccccc1N1CCCC1	1%	i	52
COCCN(CCOC)S(=O)(=O)c1ccc(NC(=O)c2cnccn2)cc1	7%	i	11
O=[N+]([O-])c1ccc(/C=C/c2ccc3cccc(O)c3n2)cc1	-12%	i	37
O=C(NCC(c1ccco1)N1CCc2ccccc21)C(=O)Nc1ccc(F)cc1F (stereo not drawn)	-4%	i	55
CC(=O)Nc1ccc(NC(=O)C(C)OC(=O)c2ccc3[nH]c(C)c(C)c3c2)cc1 (stereo not drawn)	-11%	i	31
Cc1cccc(NC(=O)c2ccc(S(=O)(=O)N3CC(C)OC(C)C3)cc2)n1 (stereo not drawn)	-5%	i	50
COc1cc(/C=C2\C=CC(=O)O2)cc(OC)c1	-4%	i	58
CC(C)N(Cc1ccccc1)C(=O)COC(=O)c1ccccc1SCC(=O)N1CCCC1	-5%	i	31
CCCCn1c(N)c(N(CC(C)C)C(=O)c2cccc(S(=O)(=O)N(C)c3ccc(C)cc3)c2)c(=O)[nH]c1=O	-7%	i	2
COc1ccccc1C(=O)COC(=O)Cc1n[nH]c(=O)c2ccccc12	3%	i	47
Brc1ccc(-c2noc3c2-c2nc(C4CCCCC4)sc2CC3)cc1	-5%	i	24
COCCN1C(=O)N(c2cccc(OC)c2)C(=O)C1CC(=O)Nc1cccc(F)c1 (stereo not drawn)	3%	i	53
CCCCN(C(=O)c1c(CC)noc1C)c1c(N)n(CCCC)c(=O)[nH]c1=O	4%	i	26
O=C(CCNC(=O)c1ccc(Cl)cc1)NCCC1=CCCCC1	-2%	i	46

Next section
SMILES	Salmonella PhoP GFP	T cell HTS	T cell HTS vesicle-bound %
COCCNC(=S)N(CCc1c(C)[nH]c2ccc(C)cc12)Cc1cccnc1	-2%	i	64
COc1ccc(-c2ccc3oc(-c4ccc(OC)cc4)c(C#CCO)c3c2)cc1	3%	i	15
COc1ccc(/C=C2/SC(=S)N(NS(=O)(=O)c3ccc(C)cc3)C2=O)cc1	-4%	i	15
COCOc1ccc(/C=C2/Oc3cc(OCOC)cc(OCOC)c3C2=O)c(OCOC)c1	0%	i	24
O=C(OCCOc1cccc(Cl)c1)c1cc(S(=O)(=O)N2CCOCC2)ccc1F	-4%	i	33
N#Cc1c(/N=C/c2ccc(-c3ccccc3C(=O)O)o2)sc2c1CCCC2	1%	i	67
Cc1sc2ncnc(N3CCC(C(=O)N(CC(C)C)c4nc5ccccc5s4)CC3)c2c1C	7%	i	44
COc1ccc([C@@H]2[C@@H]3C(=O)N(C(C)(C)C)C(=O)[C@@H]3[C@]3(Cc4ccccc4)C(=O)N(c4cccc(Cl)c4)C(=O)N23)cc1	6%	i	54
O=C(CSc1nc(=O)n2ccccc2n1)NC1CCCCC1	9%	i	50
CC1(OC(=O)c2ccco2)C(=O)C=C2C=C(c3ccsc3)OC=C2C1=O (stereo not drawn)	9%	i	54
COc1cccc(CNC(=O)CSCC(=O)Nc2cc(C)on2)c1	-1%	i	29
Cc1cccn2c(=O)c3cc(C(=O)N4CCCC(C)C4)sc3nc12 (stereo not drawn)	4%	i	34
O=C(CSc1ccc(-c2ccc(-n3cccn3)cc2)nn1)Nc1ccccc1F	1%	i	51
COc1cc(NC(=O)C2CC(=O)N(CCc3ccccc3)C2)cc(OC)c1 (stereo not drawn)	3%	i	29
O=S(=O)(c1ccc(Oc2ccc(F)c(Cl)c2)nc1)N1CCOCC1	12%	i	26
C#CCOCCOCCOCCNc1nc(N2CCN(C(=O)CCCCCCCCCCNC(=O)[C@H](CO)n3cc(CCCCCN)nn3)CC2)nc(N2CCN(C(=O)CCCCCCCCCCNC(=O)[C@H](CCCN=C(N)N)n3cc(C[C@@H](C)CC)nn3)CC2)n1	102µM*	i	40
COc1ccccc1NS(=O)(=O)c1ccc(C)c(C(=O)NCC(c2ccco2)N(C)C)c1 (stereo not drawn)	-4%	i	13
O=C(NCC(O)c1ccccc1)c1ccc(Cl)c(S(=O)(=O)N2CCCC2)c1 (stereo not drawn)	-5%	i	52
CN(CC(=O)Nc1ccccc1Cl)C(=O)COC(=O)CCN1C(=O)C2CC=CCC2C1=O (stereo not drawn)	-5%	i	40
COc1ccc(C)cc1Nc1c2c(nc3ccccc13)CCC2	13%	i	28

Reformatted: entries from further up
Every second line gives: Salmonella PhoP GFP	T cell HTS	T cell HTS vesicle-bound %
COCCNC(=S)N(CCc1c(C)[nH]c2ccc(C)cc12)Cc1cccnc1
 : -2%	i	64
COc1ccc(-c2ccc3oc(-c4ccc(OC)cc4)c(C#CCO)c3c2)cc1
 : 3%	i	15
COc1ccc(/C=C2/SC(=S)N(NS(=O)(=O)c3ccc(C)cc3)C2=O)cc1
 : -4%	i	15
COCOc1ccc(/C=C2/Oc3cc(OCOC)cc(OCOC)c3C2=O)c(OCOC)c1
 : 0%	i	24
O=C(OCCOc1cccc(Cl)c1)c1cc(S(=O)(=O)N2CCOCC2)ccc1F
 : -4%	i	33
N#Cc1c(/N=C/c2ccc(-c3ccccc3C(=O)O)o2)sc2c1CCCC2
 : 1%	i	67
Cc1sc2ncnc(N3CCC(C(=O)N(CC(C)C)c4nc5ccccc5s4)CC3)c2c1C
 : 7%	i	44
COc1ccc([C@@H]2[C@@H]3C(=O)N(C(C)(C)C)C(=O)[C@@H]3[C@]3(Cc4ccccc4)C(=O)N(c4cccc(Cl)c4)C(=O)N23)cc1
 : 6%	i	54
O=C(CSc1nc(=O)n2ccccc2n1)NC1CCCCC1
 : 9%	i	50
CC1(OC(=O)c2ccco2)C(=O)C=C2C=C(c3ccsc3)OC=C2C1=O (stereo not drawn)
 : 9%	i	54
COc1cccc(CNC(=O)CSCC(=O)Nc2cc(C)on2)c1
 : -1%	i	29
Cc1cccn2c(=O)c3cc(C(=O)N4CCCC(C)C4)sc3nc12 (stereo not drawn)
 : 4%	i	34
O=C(CSc1ccc(-c2ccc(-n3cccn3)cc2)nn1)Nc1ccccc1F
 : 1%	i	51
COc1cc(NC(=O)C2CC(=O)N(CCc3ccccc3)C2)cc(OC)c1 (stereo not drawn)
 : 3%	i	29
O=S(=O)(c1ccc(Oc2ccc(F)c(Cl)c2)nc1)N1CCOCC1
 : 12%	i	26
C#CCOCCOCCOCCNc1nc(N2CCN(C(=O)CCCCCCCCCCNC(=O)[C@H](CO)n3cc(CCCCCN)nn3)CC2)nc(N2CCN(C(=O)CCCCCCCCCCNC(=O)[C@H](CCCN=C(N)N)n3cc(C[C@@H](C)CC)nn3)CC2)n1
 : 102µM*	i	40

(more compounds)
SMILES	Salmonella PhoP GFP	T cell HTS	T cell HTS vesicle-bound %
CCOc1ccc(S(=O)(=O)Nc2ccc(C(=O)NCC3(N4CCCCC4)CCCCC3)cc2)cc1	18%	i	41
CCC(=O)c1cn(/C(=C\C(=O)OC(C)(C)C)CCC(OC)OC)cc1CC	9%	i	17
CC(C)CN(C(=O)CN(C)C(=O)Cc1ccc(Cl)cc1)c1c(N)n(CC(C)C)c(=O)[nH]c1=O	1%	i	13
Cc1ccc(C)c(OCCC(=O)OC(C)C(=O)Nc2c(C)n(C)n(-c3ccccc3)c2=O)c1 (stereo not drawn)	-1%	i	51
CSCCC(NS(=O)(=O)c1ccccc1F)C(=O)NCc1ccncc1 (stereo not drawn)	5%	i	53
CC1CCN(S(=O)(=O)c2cc3c4c(c2)CCN4C(=O)CC3)CC1	5%	i	8
CCOc1ccc(C(=O)NCC(=O)NCC(c2cccs2)N2CCOCC2)cc1 (stereo not drawn)	-9%	i	37
Cc1ccnc(NC(=O)c2cc3ccccc3o2)c1	-2%	i	25
Cc1ccc(C)c(-c2nnc(NC(=O)c3ccco3)o2)c1	2%	i	44
COC(=O)Nc1nc2ccc(C(=O)c3cccs3)cc2[nH]1	-5%	i	22
O=C(c1ccncc1)N1CCN(S(=O)(=O)c2cccc([N+](=O)[O-])c2)CC1	-5%	i	56
